GSIS activator: primary screen for activators of insulin secretion dependent on glucose, INS-1E cells, GLuc reporter luminescence; INS-1E GLuc reporter insulin secretion, 2-3 h; activation, % at 16.6 µM; 0.61% of 370,000 active;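 active = lowest replicate activation of at least 40%, so every replicate reaches that level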;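 also: 0% = median of neutral control wells and 100% = median of IBMX positive control wells; some compounds called inactive have numbers as strong as hits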
PGC1a acetyl inh: lowers PGC1a acetylation signal in U2OS cells. AlphaScreen anti-acetyl-lysine; with virally co-expressed GCN5 acetyltransferase. 0.17% of 350,000 active. inhibition, % at 15.6 µM;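 active = every replicate shows inhibition of at least 40%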;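 also: 0% = neutral control wells and 100% = positive control wells; some results beyond the cut were filed as inactive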
C2C12 statin: protects C2C12 myotubes from simvastatin toxicity | ATP luminescence, 48 h; scaled: DMSO 0, geranylgeraniol control 100 | rescue of ATP level, % at 7.49 µM | 0.78% of 330,000 active | AID 602340;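 active = mean ATP rescue above about 67%, or every replicate alone reaching that limit, limit read from the data, passing the limit was not always enough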;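 also: myotubes were challenged with 10 µM simvastatin during compound exposure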
FN deposit inh: fibronectin deposition inhibition. AH1F fibroblasts, Alexa488-fibronectin deposition fluorescence, overnight. inhibition, % at 12.6 µM. 0.086% of 350,000 active. AID 743247;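 active = mean inhibition across replicates of 30% or more, regardless of how many single replicates reach that level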;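 also: positive control wells lacked labelled fibronectin entirely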
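Assay system: AH1F fibroblast monolayer, labelled fibronectin deposition. Amount: 10000 cells per well. Also added: labelled fibronectin 24 nM. Compound: single-point pinned compound. Incubation: cell attachment 1 h, compound and FN exposure overnight. Detection: fluorescence after three HBSS washes, excitation 485 nm, emission 525 nm. Read-out: inhibition of fibronectin deposition signal.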
miR122 inh: blocks miR-122 activity in Huh7 sensor cells. Huh7 miR-122 Renilla luciferase sensor, 48 h; neutral wells = 0, positive control = 100. activation (reporter increase), % at 12.5 µM. 0.3% of 340,000 active;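 active = mean replicate activation score at least 90 and every replicate individually at or above 90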;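 also: higher luciferase means less miR-122 activity so hits act as miR-122 inhibitors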
Starred values were filed as active, the others as inactive.

How did Nc1nc(-c2ccccc2)c(N=Nc2cccc3ccccc23)s1 do in these assays?
GSIS activator: 2.9; FN deposit inh: 7.2

How did C/C(=N\NC(=O)c1cccc(N/N=C(\C)c2ccccc2)c1)c1ccccc1 do in these assays?
GSIS activator: -6.5; FN deposit inh: -4.4

What do the screens show for `CCOc1ccc(C(=O)NC(=S)Nc2ccc(NC(=O)C(C)C)cc2)cc1[N+](=O)[O-]`?
GSIS activator: 40.4; FN deposit inh: -2.4

Results for C/C=C/c1ccc(OCCCCOc2ccc(OC)cc2)c(OC)c1 ?
GSIS activator: -17.9; FN deposit inh: -17.2

How did O=C(Cc1ccccc1Cl)Nc1cccc(S(=O)(=O)N2CCOCC2)c1 do in these assays?
GSIS activator: -9.1; FN deposit inh: 3.1

Results for O=C(NCCN1C(=O)S/C(=C\c2ccc(Cl)c(Cl)c2)C1=O)c1cnccn1 ?
GSIS activator: 1.5; FN deposit inh: -1.5

How did CCc1ccc2c(c1)C(c1ccc([N+](=O)[O-])cc1)=NNC(c1ccccc1)=N2 do in these assays?
GSIS activator: 23.0; FN deposit inh: -6.3

Results for Cc1ccc2cc(/C=N/NC(=O)[C@H](C)NC(=O)OC(C)(C)C)c(Cl)nc2c1 ?
GSIS activator: 10.3; FN deposit inh: -5.9

What do the screens show for `O=C(COC(=O)CCc1ccc(S(=O)(=O)N2CCCCC2)cc1)Nc1cccc2ccccc12`?
GSIS activator: -11.3; FN deposit inh: 0.6

What do the screens show for `COc1ccc(OCC(=O)NNC(=O)C(=O)N2CCCC2)cc1`?
GSIS activator: 19.6; FN deposit inh: -11.0

How did Cc1nn(Cc2ccc(F)cc2)c2sc(C(=O)Nc3ccc(N4CCOCC4)cc3N3CCOCC3)cc12 do in these assays?
GSIS activator: -1.7; FN deposit inh: 4.4

How did CCC(C)(C)NC(=O)c1ccc(Br)o1 do in these assays?
GSIS activator: -4.3; FN deposit inh: 5.1

What do the screens show for `O=C(NC(=S)Nc1ccccc1N1CCOCC1)c1ccc(-c2cc(Cl)ccc2Cl)o1`?
GSIS activator: 6.2; FN deposit inh: 1.8

Results for CCn1cc(C(=O)NCc2ccccc2Cl)cn1 ?
GSIS activator: -5.5; FN deposit inh: 10.4

Results for CNC[C@@H]1Oc2ncccc2C(=O)N(C)C[C@@H]1C ?
GSIS activator: -5.5; FN deposit inh: -7.3

How did CC(=O)N(C)C[C@@H]1Oc2c(cccc2N(C)C)C(=O)N(C)C[C@H]1C do in these assays?
GSIS activator: 3.5; FN deposit inh: 3.0

Results for O=C1c2ccccc2C2=Nc3ccccc3SC(c3ccc(Cl)cc3)C12 (centres undefined) ?
GSIS activator: -12.2; FN deposit inh: 6.5

How did Cc1sc2nc(CSc3ccccc3)nc(NCCN(C)C)c2c1C do in these assays?
GSIS activator: -3.1; FN deposit inh: 3.1

What do the screens show for `CCCOc1cccc(OCC(=O)Nc2nc3ccccc3[nH]2)c1`?
GSIS activator: 0.3; FN deposit inh: 2.2

Results for CC[C@H]1C/C=C\C[C@@H](c2ccc(F)cc2)NC(=O)CCC(=O)N1 ?
GSIS activator: 1.8; FN deposit inh: -13.8

What do the screens show for `CC(=O)c1cccc(N=Nc2c(C)[nH]c3ccccc23)c1`?
GSIS activator: -14.4; FN deposit inh: 1.5

What do the screens show for `CCOC(=O)c1ccccc1NC(=O)Cn1cnc2c(cnn2-c2ccc(OC)cc2)c1=O`?
GSIS activator: 6.3; FN deposit inh: 3.8

What do the screens show for `CCOC(=O)C1CCN(C(=O)CCc2c(C)nc3cc(-c4ccc(OC)cc4OC)nn3c2C)CC1`?
GSIS activator: -1.0; FN deposit inh: 17.8

Results for CCc1ccc(Oc2cc(Cl)nc(N)n2)cc1 ?
GSIS activator: 15.3; FN deposit inh: -0.1

Results for O=C(CCn1c2c(c3ccccc31)CCCC2)NNC(=O)c1ccccc1Cl ?
GSIS activator: -17.3; FN deposit inh: 2.8

How did COc1ccccc1-n1c(COc2ccccc2-c2ccccc2)nnc1SCC(=O)c1c(N)n(C)c(=O)n(C)c1=O do in these assays?
GSIS activator: 11.4; FN deposit inh: -13.3

Results for CCOC(=O)/C(=N\Nc1ccc(C(C)=O)cc1)c1csc(Nc2ccccc2)n1 ?
GSIS activator: 6.2; FN deposit inh: -6.6

How did OCCC1CN(Cc2cccs2)CCN1Cc1ccccc1 (centres undefined) do in these assays?
GSIS activator: 6.0; FN deposit inh: 9.2

What do the screens show for `O=C(Nc1cccc(F)c1)c1coc(=O)c(Br)c1`?
GSIS activator: -15.0; FN deposit inh: -0.1

Results for Cc1cc(-n2c(C)cc(C(=S)N3CCOCC3)c2C)ccc1Br ?
GSIS activator: -15.1; FN deposit inh: 1.9

Overlap with the part before: two compounds; new compounds follow.
What do the screens show for `O=C(Nc1cccc(F)c1)c1coc(=O)c(Br)c1`?
GSIS activator: -15.0; FN deposit inh: -0.1

Results for Cc1cc(-n2c(C)cc(C(=S)N3CCOCC3)c2C)ccc1Br ?
GSIS activator: -15.1; FN deposit inh: 1.9

What do the screens show for `CCOC(=O)C1=C(C)Nc2ccccc2N=C1NC(=O)Cc1ccc(Br)cc1`?
GSIS activator: 3.1; FN deposit inh: 1.0

What do the screens show for `COc1cc(/C=N/NC(=O)c2ccc3ccccc3c2)ccc1Oc1ccc([N+](=O)[O-])cn1`?
GSIS activator: 6.8; FN deposit inh: 9.1

How did COc1cc(CCN2C(=O)c3cccc4cccc(c34)C2=O)c(S(=O)(=O)N2CCC(C)CC2)cc1OC do in these assays?
GSIS activator: 9.8; FN deposit inh: 5.0

Results for CC(=C/c1ccccc1)/C=N/NC(=O)c1ccc2nc[nH]c2c1 ?
GSIS activator: -5.7; FN deposit inh: 1.0

What do the screens show for `CCOC(=O)c1ccc(N2NC(=O)/C(=C/c3ccc(OC(=O)c4ccco4)c(OC)c3)C2=O)cc1`?
GSIS activator: -7.5; FN deposit inh: -6.8

Results for CCc1ccc(C2NC(=S)NC3=C2C(=O)CCC3)cc1 (centres undefined) ?
GSIS activator: 11.4; FN deposit inh: 2.4

What do the screens show for `O=[N+]([O-])c1ccccc1SNc1ccccn1`?
GSIS activator: 27.4; FN deposit inh: 1.5

How did CC1=NN(C(=O)c2ccc(Cn3cc([N+](=O)[O-])cn3)cc2)C(O)(C(F)(F)F)C1 (centres undefined) do in these assays?
GSIS activator: -3.1; FN deposit inh: -2.8

How did Cn1cc(Cl)c(-c2n[nH]c(=S)n2-c2ccc(F)cc2)n1 do in these assays?
GSIS activator: -5.3; FN deposit inh: -6.1

What do the screens show for `O=[N+]([O-])c1cc(/C=N\O)ccc1Oc1ccc(F)cc1`?
GSIS activator: 23.4; FN deposit inh: -3.6

Results for CC(C)NC(=O)N(C)C[C@@H]1Oc2ccc(N)cc2CC(=O)N(C)C[C@@H]1C ?
GSIS activator: 3.0; FN deposit inh: -3.6

Results for Cc1ccccc1NC(=O)CCCSc1nc2ccccc2s1 ?
GSIS activator: -2.7; FN deposit inh: 6.6

How did CO[C@H]1CN(C)C(=O)c2ccc(NC(=O)c3ccc(F)cc3)cc2OC[C@H](C)N(C(=O)CC2CC2)C[C@@H]1C do in these assays?
GSIS activator: 16.4; FN deposit inh: 4.3

How did CCCCC(=O)NC(=S)Nc1cc(C(=O)O)ccc1Cl do in these assays?
GSIS activator: -17.5; FN deposit inh: 4.4

How did CN1CCN(S(=O)(=O)c2ccc(Cc3ccc(S(=O)(=O)N4CCN(C)CC4)cc3)cc2)CC1 do in these assays?
PGC1a acetyl inh: -5.0; C2C12 statin: 81.8*; miR122 inh: 2.3

How did C=CCOC(=O)C1=C(C)NC(SCC(=O)OCC)=C(C#N)C1c1ccc(O)c(OC)c1 (centres undefined) do in these assays?
PGC1a acetyl inh: 9.0; C2C12 statin: -2.4; miR122 inh: 4.2

What do the screens show for `CC(=O)NS(=O)(=O)c1ccc(NS(=O)(=O)c2ccc(F)cc2)cc1`?
PGC1a acetyl inh: -21.3; C2C12 statin: 15.2; miR122 inh: -6.9

What do the screens show for `CC(=O)N1c2ccccc2C(=O)C1N1CCCCC1` (centres undefined)?
PGC1a acetyl inh: 6.0; C2C12 statin: -9.1; miR122 inh: -4.3

Results for COC(=O)CSc1ccc(C#N)c(SCC(=O)OC)c1 ?
PGC1a acetyl inh: -18.9; C2C12 statin: -2.5; miR122 inh: 2.9

How did CSc1nc2ccc(S(=O)(=O)NC3CCCCC3)cc2s1 do in these assays?
PGC1a acetyl inh: -6.1; C2C12 statin: 8.4; miR122 inh: 175.3*

How did CC(C)CC(NC(=O)C(CC(C)C)NC(=O)OC(C)(C)C)C(N)=O (centres undefined) do in these assays?
PGC1a acetyl inh: 11.2; C2C12 statin: 17.3; miR122 inh: 3.6

What do the screens show for `CNC(=O)COC(=O)c1[nH]c(C)c(C(C)=O)c1C`?
PGC1a acetyl inh: 13.6; C2C12 statin: -11.1; miR122 inh: -1.2

How did O=C1CC(c2ccco2)Cc2nc(N3CCc4ccccc4C3)ncc21 (centres undefined) do in these assays?
PGC1a acetyl inh: 7.0; C2C12 statin: 21.7; miR122 inh: -0.2

Results for CC(C)NC(=O)NC(=O)COc1cccc2c1OC(C)(C)C2 ?
PGC1a acetyl inh: -11.8; C2C12 statin: -0.5; miR122 inh: -0.5

Results for c1ccc(-c2nc(-n3nc4ccccc4n3)nc3ccccc23)cc1 ?
PGC1a acetyl inh: -20.3; C2C12 statin: 14.6; miR122 inh: 2.8

How did Nn1cnnc1N/N=C/c1cc(Br)cc(Br)c1O do in these assays?
PGC1a acetyl inh: 10.3; C2C12 statin: -25.7; miR122 inh: 2.1

What do the screens show for `Cc1ccc(Cn2ccc(NC(=O)c3cc(-c4ccc(F)cc4)on3)n2)cc1`?
PGC1a acetyl inh: -0.1; C2C12 statin: -4.3; miR122 inh: -7.3

What do the screens show for `O=C(CCN1CCCC1Cc1ccccc1)c1ccc2c(c1)OCCO2` (centres undefined)?
PGC1a acetyl inh: -5.9; C2C12 statin: 6.8; miR122 inh: -8.8

What do the screens show for `O=c1oc(-c2ccco2)nc2ccccc12`?
PGC1a acetyl inh: -1.8; C2C12 statin: 3.5; miR122 inh: -2.7

Results for COc1ccc(NC(=O)CSc2nnc(-c3cccs3)n2-c2ccccc2)cc1 ?
PGC1a acetyl inh: 40.8; C2C12 statin: -24.2; miR122 inh: -6.3

Results for CC(=O)c1ccc(N(C(=O)Cn2nnc3ccccc32)C(C(=O)NC2CCCCC2)c2cn(C)nc2C)cc1 (centres undefined) ?
PGC1a acetyl inh: -1.1; C2C12 statin: -8.0; miR122 inh: -2.2

How did COc1ccc(OC)c(-n2c(-c3cc(-c4ccc(F)cc4)n[nH]3)n[nH]c2=S)c1 do in these assays?
PGC1a acetyl inh: 9.6; C2C12 statin: 28.2; miR122 inh: 0.6

What do the screens show for `CC(=O)NCC(=O)OCC(=O)c1ccc(C)cc1`?
PGC1a acetyl inh: 1.0; C2C12 statin: -7.8; miR122 inh: -3.8

What do the screens show for `CN(C(=O)COC(=O)COc1ccc(Cl)cc1)C1CCCCC1`?
PGC1a acetyl inh: 3.5; C2C12 statin: -0.8; miR122 inh: -3.6

What do the screens show for `O=C(N/N=C/c1ccc2c(c1)OCO2)/C(=C/c1ccc2c(c1)OCO2)NC(=O)c1ccccc1`?
PGC1a acetyl inh: -12.5; C2C12 statin: -9.5; miR122 inh: -6.1

How did CCOc1ccc2[nH]c(=O)c(CN(Cc3ccco3)C(=O)c3ccc(Br)cc3)cc2c1 do in these assays?
PGC1a acetyl inh: 0.3; C2C12 statin: -27.8; miR122 inh: 11.6

Quoted at random: 6 compounds from above.
Results for CC(=O)c1ccc(N(C(=O)Cn2nnc3ccccc32)C(C(=O)NC2CCCCC2)c2cn(C)nc2C)cc1 (centres undefined) ?
PGC1a acetyl inh: -1.1; C2C12 statin: -8.0; miR122 inh: -2.2

What do the screens show for `CN(C(=O)COC(=O)COc1ccc(Cl)cc1)C1CCCCC1`?
PGC1a acetyl inh: 3.5; C2C12 statin: -0.8; miR122 inh: -3.6

How did COc1ccc(OC)c(-n2c(-c3cc(-c4ccc(F)cc4)n[nH]3)n[nH]c2=S)c1 do in these assays?
PGC1a acetyl inh: 9.6; C2C12 statin: 28.2; miR122 inh: 0.6

What do the screens show for `O=C(N/N=C/c1ccc2c(c1)OCO2)/C(=C/c1ccc2c(c1)OCO2)NC(=O)c1ccccc1`?
PGC1a acetyl inh: -12.5; C2C12 statin: -9.5; miR122 inh: -6.1

How did CCOc1ccc2[nH]c(=O)c(CN(Cc3ccco3)C(=O)c3ccc(Br)cc3)cc2c1 do in these assays?
PGC1a acetyl inh: 0.3; C2C12 statin: -27.8; miR122 inh: 11.6

What do the screens show for `CC(=O)NCC(=O)OCC(=O)c1ccc(C)cc1`?
PGC1a acetyl inh: 1.0; C2C12 statin: -7.8; miR122 inh: -3.8

Only part of the results is shown (hit frequency here may not be typical).
